Source: PubChem (several laboratories)
CAL PDZ FP-1 – CAL PDZ (human) peptide binding inhibition; hit rate 0.92% among 300,000; purified CAL PDZ, TMR-peptide fluorescence polarization, 1 h; Q9HD26; AID 602252; inhibition, % at 24.9 µM;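 active = mean inhibition of at least 30% with at least half of replicates also reaching 30%; inconclusive = no clear call, values can overlap the other calls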;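 also: 0% = DMSO neutral control and 100% = excess unlabeled competitor peptide PRC23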
SR-BI DiI inh – blocks mouse SR-BI lipid uptake from DiI-HDL; ldlA[mSR-BI] CHO cells, DiI-HDL uptake fluorescence, 3 h; inhibition, % at 12.5 µM; hit rate 0.96% among 320,000;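 active = mean replicate inhibition of at least 70% and a set share of replicates each scoring 70 or more; inconclusive = meets just one of the two criteria; inactive = fails both criteria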;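 also: 0% = median of neutral control wells and 100% = median of positive control wells; values of inactives mirror those of a sister screen read the other way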
Target sequence (Q61009 whole entry, looked up): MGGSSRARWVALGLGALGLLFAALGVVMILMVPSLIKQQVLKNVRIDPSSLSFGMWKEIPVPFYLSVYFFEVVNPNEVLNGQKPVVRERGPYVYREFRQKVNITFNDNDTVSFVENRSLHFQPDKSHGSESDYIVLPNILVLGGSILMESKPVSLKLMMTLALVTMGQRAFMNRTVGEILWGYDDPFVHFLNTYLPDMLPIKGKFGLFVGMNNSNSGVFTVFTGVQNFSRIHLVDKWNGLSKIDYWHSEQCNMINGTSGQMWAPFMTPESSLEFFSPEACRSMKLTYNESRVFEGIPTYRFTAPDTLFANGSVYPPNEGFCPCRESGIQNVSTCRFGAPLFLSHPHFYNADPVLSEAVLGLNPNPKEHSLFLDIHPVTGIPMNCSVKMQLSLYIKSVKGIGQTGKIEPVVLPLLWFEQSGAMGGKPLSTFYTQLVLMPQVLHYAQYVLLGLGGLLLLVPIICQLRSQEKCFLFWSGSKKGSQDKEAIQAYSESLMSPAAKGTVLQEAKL
MITF TRPM1 HTS – activators of MITF-driven TRPM1 promoter activity in SK-MEL-5 cells; hit rate 0.75% among 300,000; activation, % at 12.5 µM; AID 588334; SK-MEL-5 TRPM1-promoter luciferase, 24 h; % of positive control, neutral wells = 0;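 active = mean activation of at least 80% with every replicate also reaching 80%; inconclusive = mean reaches 80% but some replicate falls short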;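 also: 0% = neutral control wells and 100% = parthenolide positive control wells; values of inactives mirror those of a sister screen read the other way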
E coli growth – bacterial growth inhibition, counter-screen for AddAB inhibitors. E. coli V3065 growth, OD600 absorbance, 18 h. inhibition, % at 11.9 µM. hit rate 0.27% among 330,000;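 active = inhibition above the campaign's mean inhibition across all tested compounds plus 3 SD, cut at about 9.9% in these data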;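 also: uninfected addAB+ strain grown without phage in ampicillin broth; 0% = DMSO wells and 100% = ciprofloxacin 0.95 µg/ml wells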
Tat transport – inhibitors of E. coli Tat protein transport; E. coli MC4100 TorA-mCherry Tat export, fluorescence; inhibition, % at 10 µM; hit rate 0.036% among 340,000;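 active = mean replicate inhibition at least 50% and at least half of replicates individually reaching 50%; inconclusive = only one of the two criteria met; inactive = neither criterion met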;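 also: exported cargo escapes ClpAP degradation while cytoplasmic cargo is degraded and loses fluorescence; 0% = median of neutral control wells and 100% = median of NaSCN control wells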
AddAB inh – less growth of phage-infected E. coli with AddAB. AID 435030. inhibition, % at 11.9 µM. hit rate 0.29% among 330,000. E. coli expressing H. pylori AddAB, absorbance growth; in the data active = inhibition above about 12%;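 also: 0% = vehicle wells of infected cells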
phage Ecoli inh – E. coli growth loss with phage present; growth absorbance; inhibition, % at 11.9 µM; AID 651602; hit rate 0.26% among 360,000; in the data active = inhibition above about 11%
Wnt act – Wnt/beta-catenin pathway activation; Wnt/beta-catenin reporter cell assay, activator, plate reader; activation, % at 9.35 µM; hit rate 1.2% among 300,000; in the data active = activation above about 30%, passing the limit was not always enough; inconclusive = no clear call, values can overlap the other calls;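 also: 0% = neutral control wells and 100% = positive control wells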
SR-BI uptake up – SR-BI HDL lipid transfer activation. CHO ldlA[mSR-BI] cells, DiI-HDL uptake fluorescence, 3 h; 100 = double the neutral-control signal. activation, % at 12.5 µM. hit rate 0.096% among 320,000;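 active = mean replicate activation of at least 60% and every replicate at or above 60%; inconclusive = mean or all-replicate condition met, but not both; inactive = mean below 60% and not all replicates reaching 60%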;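 also: 0% = median plate neutral-control signal and 100% = twice that signal; values of inactives mirror those of a sister screen read the other way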
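Test system: SR-BI-overexpressing, LDLR-lacking CHO cells; Also added: labelled HDL, 10 µg/mL; Measured by: bottom-read cell fluorescence after medium removal, ex 550/em 595 nm; Timing: 3 h uptake period with compound, 37 °C; Buffer or medium: F12, 0.5% BSA, 25 mM HEPES; Doses: single compound concentration, delivered by pin transfer.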
CAL PDZ FP-2 – inhibitors of human CAL PDZ peptide binding | inhibition, % at 20 µM | purified CAL PDZ, TMR-peptide fluorescence polarization, 1 h | AID 504414 | Q9HD26 | hit rate 0.02% among 330,000;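 active = highest replicate inhibition of at least 40%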;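 also: plate controls were DMSO neutral control wells for no effect and unlabeled competitor peptide control wells for full effect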
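Test system: purified CerCALP PDZ construct; Compound dosing: one concentration, 20 µM compound; Also added: TMR-labelled reporter peptide T*-PRC34 bound in PDZ groove; Read-out: inhibition from polarization loss; Controls: unlabelled peptide and DMSO controls; Signal: FP readout, S and P plane fluorescence; Incubation: 1 h at RT.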
* marks the source's active call; other numbers are inactive results; ? = inconclusive; · = not tested or not shown; & = joins results of further samples. Hits appear at their usual frequency. About 3.6% of those tested had a hit in this group.

SMILES	CAL PDZ FP-1	SR-BI DiI inh	MITF TRPM1 HTS	E coli growth	Tat transport	AddAB inh	phage Ecoli inh	Wnt act	SR-BI uptake up	CAL PDZ FP-2
CC(C)(C)OC(=O)C[C@@H]1C/C=C\C[C@H](CC(=O)N(CCO)Cc2ccccc2)C(=O)N[C@H](Cc2ccccc2)COC1=O	-1.6	8.9	-2.7	0.9	0.8	-1.2	1.4	-1.5	-8.9	0.4
Cc1ccc(-c2nn(-c3ccccc3)cc2C(=O)Nc2ccc(C(=O)O)cc2)cc1	-7.7	6.0	31.8	-2.5	7.6	1.8	2.9	4.6	-6.0	-2.7
O=C(CN1C(=O)c2ccccc2C1=O)Nc1cccc2cccnc12	·	4.8	-6.9	0.3	-5.5	1.6	2.7	16.2	-4.8	-0.1
CCOC(=O)C1=C(CN2CCc3ccccc32)NC(=O)NC1c1ccc(Cl)cc1 (centres undefined)	·	36.4	-3.0	1.8	18.8	-0.2	3.6	·	-36.4	-2.0
O=C(c1cc2ccccn2n1)N1CCN(Cc2ccccc2)CC1	·	-100.3	·	0.8	2.9	0.2	2.6	6.3	?	0.1
CCC(=O)Nc1ccc(/C(C)=N\NC(=O)c2ccc(C)s2)cc1	-1.4	15.8	3.8	0.2	8.4	0.0	4.0	·	-15.8	0.9
CC(CCc1ccccc1)NC(=O)COc1ccc(S(=O)(=O)N2CCOCC2)cc1[N+](=O)[O-] (centres undefined)	-0.2	-11.7	-11.7	0.1	-2.8	2.0	2.6	-4.4	11.7	-0.2
CC(C)=CCN1CCN(Cc2ccoc2)CC1CCO (centres undefined)	-0.7	-2.6	9.6	0.8	-4.4	1.6	3.4	-1.1	2.6	-1.3
COc1ccc(/C=N/Nc2nc3ccccc3o2)cc1OC	-5.5	16.9	56.1	1.1	-5.0	4.4	-0.2	18.5	-16.9	-3.1
NC(=O)Nc1ccccc1C(=O)N1CCC(O)(c2ccc(Cl)cc2)CC1	-4.5	-40.8	7.4	-1.0	-13.0	3.2	·	-1.4	40.8	0.2
O=C(/C=C\c1cn(-c2ccccc2)nc1-c1ccc2c(c1)OCCO2)N1CCOCC1	-6.2	53.8	-6.2	0.3	5.5	2.8	2.8	4.3	-53.8	-4.2
Cc1cc2ncc(-c3ccc(Cl)cc3)cn2n1	-4.5	20.9	90.8*	0.5	-4.8	3.1	2.1	17.0	-20.9	-0.4
CCn1cc(C(=O)NN)c(=O)c2cc(F)c(N3CCN(C)CC3)cc21	5.5	-13.8	3.7	15.8*	-2.7	17.9*	2.5	1.4	13.8	-2.0
O=c1n(-c2ccc(Br)cc2)cnn1-c1ncccc1[N+](=O)[O-]	-5.1	-11.9	65.7	0.5	6.2	2.2	2.0	6.5	11.9	-1.9
COc1ccccc1-c1c(C(F)(F)F)oc2cc(OC(=O)c3ccc([N+](=O)[O-])cc3)ccc2c1=O	-1.1	-22.3&8.4	-4.1	0.6	-5.3&1.3	4.4	3.0	0.8	22.3&-8.4	0.1
Cc1cc(C)nc(N2CCC(C(=O)NC3CCCCCC3)CC2)n1	·	-5.4	6.4	1.7	19.3	1.9	2.7	·	5.4	-2.8
CC(=O)N(c1cc(C)ccc1C)c1ccccc1[N+](=O)[O-]	-1.8	-2.9	-0.4	·	-4.0	·	0.5	-5.0	2.9	0.4
c1ccc(NCc2nc3ccccc3n2CCOc2ccccc2)cc1	-3.9	-12.2	20.1	-1.3	2.8	1.7	1.2	·	12.2	0.1
COc1ccc(-n2nc(C(=O)NCC(=O)Nc3cccc(NC(C)=O)c3)c3ccccc3c2=O)cc1	-8.1	-24.3	7.9	-1.8	-16.3	1.4	-4.8	-1.1	24.3	-2.8
COc1ccc(N2CCN(c3ccc([N+](=O)[O-])nc3)CC2)cc1	-1.3	-7.4	0.8	-0.4	26.8	1.5	2.6	5.5	7.4	-2.4
CC1(C)Cc2c(C#N)c(SCC(=O)O)nc(N3CCOCC3)c2CO1	14.6	3.0	10.1	-1.7	-10.9	1.0	0.0	-2.6	-3.0	-0.5
CCOc1ccc(N=C2NC(=O)C(CC(=O)Nc3ccc(OC)cc3)S2)cc1 (centres undefined)	-0.4	-32.0	-8.9	-0.3	-11.9	3.2	5.2	0.7	32.0	-0.8
CC(=O)Nc1ccc(NC(=O)c2cc(=O)c3ccccc3o2)cc1	-6.8	10.8	30.0	-1.6	0.1	1.1	1.2	3.3	-10.8	-4.2
Cc1ccc2c(C)c(C(=O)N3CCN(c4ncccn4)CC3)oc2c1C	2.6	-21.3	-4.4	·	3.4	·	3.4	1.6	21.3	-3.3
CCN(Cc1ccc(OC)c(F)c1)C(=O)c1cc2ccccc2o1	-1.4	9.8	4.9	0.9	9.2	3.0	0.4	2.8	-9.8	0.3
CCOC(=O)c1c(NC(=O)c2cc(-c3ccc(O)cc3)on2)sc(C(C)=O)c1C	-5.5	5.4	-31.1	-0.3	0.0	3.4	3.1	-1.4	-5.4	-0.8
CCCc1cc(C(=O)Nc2ccn(Cc3ccc(C)cc3)n2)no1	-8.3	·	-4.8	-0.6	7.1	2.9	5.3	8.3	·	·
COc1ccc(-n2c(=O)cc(N3CCOCC3)[nH]c2=O)cc1	·	-13.2	10.7	-3.1	-4.6	1.7	1.8	·	13.2	-1.8
CSc1nc2c(ccc3ccccc32)o1	0.8	-0.1	23.6	-1.2	-3.6	3.2	1.1	3.8	0.1	-0.7
Cc1ccc(NC2CCCN(C(=O)C3CCCCC3)C2)cc1C (centres undefined)	-2.0	9.5	-6.6	3.9	5.2	2.9	1.7	-0.2	-9.5	-2.3
COC(=O)c1nc(NC(=O)C(C)C)n[nH]1	-1.6	-3.4	8.1	-0.7	1.0	-0.9	1.9	-1.7	3.4	-2.5
CCOC(=O)c1c(C)[nH]c(C(=O)OC(C)C(=O)NC2CCCCC2C)c1C (centres undefined)	-6.4	13.2	-13.1	-0.3	-4.9	-0.8	4.1	-2.0	-13.2	0.3
CCOC(=O)N1CCN(c2c(N3CCN(c4ccccn4)CC3)c(=O)c2=O)CC1	·	6.6	-7.6	-2.4	-2.6	-0.5	-0.6	-4.4	-6.6	0.1
Cc1cc(-c2cc(C(=O)NCc3ccccc3)on2)nc(NC2CCCC2)n1	-0.9	35.8	0.3	-3.1	7.2	2.0	2.5	-0.3	-35.8	-2.7
CCC(C(=O)O)n1nnc(-c2ccc(OCc3ccccc3)c(OC)c2)n1 (centres undefined)	·	·	·	-1.0	·	1.9	0.4	-1.0	·	·
CCCOc1ccc(N2CC(C(=O)Nc3ccccc3C(=O)NCc3ccco3)CC2=O)cc1 (centres undefined)	·	25.9	2.2	-0.5	3.1	0.3	-0.7	-2.4	-25.9	-1.4
Cc1ccc(C)c(NC(=S)N(C)CCO)c1	-4.2	-14.3	0.6	1.9	9.0	0.7	3.1	1.9	14.3	-3.5
COC(=O)c1ccc(NC(=O)c2ccccc2NS(C)(=O)=O)cc1	-2.3	9.8	2.7	0.8	-0.8	2.6	0.8	·	-9.8	-1.2
CCOCCCNC(=S)N1CCCN(c2nc3cc(C)ccc3cc2C#N)CC1	1.3	10.9	-9.8	-3.1	-3.8	-1.4	4.0	-0.4	-10.9	-1.2
CCOC(=O)c1c(NC(=O)CN(CC)CC)sc2c1CCC2	-5.5	45.0	7.7	0.7	4.8	-0.9	-0.2	·	-45.0	-1.2
Cc1ccccc1NC(=O)CSc1nnc(Cc2ccccc2)c(=O)n1N	5.1	-7.2	7.6	3.0	4.0	1.9	3.7	-3.1	7.2	-0.1
COc1cc(/C=C/C(=O)N2CCN(C(=O)/C=C/c3cc(OC)c(OC)c(OC)c3)CC2)cc(OC)c1OC	-0.8	39.8	-15.6	0.8	-1.9	3.0	·	·	-39.8	-1.8
COC(=O)c1sc(N)nc1C(C)(C)C	-1.8	-41.2	6.7	-2.0	-11.0	4.0	2.8	-2.6	41.2	-0.5
Cc1cccc(NC(=O)CCCCCN2C(=O)[C@@H]3Cc4ccccc4CN3C2=O)c1	-3.1	16.2	2.9	-3.3	-1.6	3.7	1.4	-1.8	-16.2	-2.7
COc1cc(OC)cc(-c2c(-c3ccc(F)cc3)c3cc(-c4ccc5cc[nH]c5c4)ccc3n2C)c1	1.2	?	-13.3	0.7	-10.1	1.3	0.9	-17.5	-67.8	-0.8
O=C(Cn1cnc([N+](=O)[O-])n1)N/N=C/c1cc(Cl)ccc1O	-4.1	2.8	-46.4	-0.7	-12.7	-0.7	2.5	-4.1	-2.8	-2.6
COc1cc2ccccc2cc1C(=O)OCC(=O)N1CCOCC1	-1.8	58.1	1.0	-0.2	-1.7	-2.2	2.9	·	-58.1	-1.3
Cc1cc(-c2ccccc2)n2ncnc2n1	·	-15.5	3.1	-1.3	-6.2	1.2	2.4	-0.5	15.5	0.1
CCOc1ccccc1CN1CCN(Cc2ccc(C)o2)CC1CCO (centres undefined)	-1.9	-11.0	-5.1	0.2	2.2	3.6	3.4	-1.2	11.0	-2.5
Cc1cc(NC(=O)Cc2c(F)cccc2Cl)no1	0.6	-12.1	0.1	-0.1	-2.4	1.5	0.1	5.0	12.1	0.7
CCOc1ccc(S(=O)(=O)n2cc(-c3ccc(F)cc3)c(N)n2)cc1	1.1	17.2	9.4	0.5	-6.9	0.9	2.6	-2.4	-17.2	-1.4
CC(=O)Nc1ccccc1-c1ccccc1[N+](=O)[O-]	-2.6	-24.4	3.8	·	2.4	·	3.9	-6.5	24.5	-0.1
COc1ccc(NS(=O)(=O)c2ccc(NC(=O)C3CC3)cc2)cc1	1.2	-10.9	-19.3	1.8	-3.9	1.0	1.7	-4.0	10.9	-1.0
COc1ccc(Br)cc1CN(C)CC(=O)Nc1ccccc1Cl	5.5	2.5	-7.9	-0.7	8.6	3.0	2.4	-1.3	-2.5	-0.3
Oc1ccc(C(=S)N2CCCCC2)cc1Cl	·	20.3	0.3	0.9	-1.4	3.2	2.4	·	-20.3	-0.4
Cc1ccc(C)c(NC(=O)c2nc(-c3ccccc3)n(-c3ccccc3)n2)c1	-6.2	58.8	8.5	-0.7	4.8	5.1	2.0	10.9	-58.8	-2.7
O=C(c1cc(-c2ccc(Cl)cc2Cl)on1)N1CCCC1	35.5*	21.7	3.4	0.3	-2.2	3.4	0.6	-0.7	-21.7	-1.6
CCOc1ccc(N2CC(C(=O)OCC(=O)c3ccc(OC)cc3)CC2=O)cc1 (centres undefined)	-3.7	-1.7	-2.7	-2.7	5.3	1.3	-0.7	-5.9	1.7	-2.1
CC(Oc1ccc(Cl)cc1)C(=O)Nc1ncccn1 (centres undefined)	-0.9	-18.1	-13.4	0.0	1.9	0.7	1.4	0.1	18.1	-1.7
